# GluA2 TARP mod: GluA2-stargazin AMPA receptor complex modulation; O88602+P19491; calls only at 30 µM; actives 3.5% (n = 40,000); HEK293 GluA2+stargazin, membrane potential dye (FDSS), glutamate EC50; hits were called plate by plate, in both directions; AID 1259245;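 active = any of four per-well response measures lying three or more SD from its plate-wide compound average, in either direction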
# Target sequence (O88602 whole entry, looked up): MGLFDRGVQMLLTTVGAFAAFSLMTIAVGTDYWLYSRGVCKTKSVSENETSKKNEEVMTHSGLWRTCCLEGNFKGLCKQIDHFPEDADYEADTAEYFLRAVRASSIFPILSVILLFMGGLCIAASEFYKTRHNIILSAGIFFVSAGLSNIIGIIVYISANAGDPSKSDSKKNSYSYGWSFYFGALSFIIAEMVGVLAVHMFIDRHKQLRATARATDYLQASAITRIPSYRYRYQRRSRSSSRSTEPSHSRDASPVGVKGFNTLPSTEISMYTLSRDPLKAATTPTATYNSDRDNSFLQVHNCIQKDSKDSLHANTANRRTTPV
# Target sequence (P19491 whole entry, looked up): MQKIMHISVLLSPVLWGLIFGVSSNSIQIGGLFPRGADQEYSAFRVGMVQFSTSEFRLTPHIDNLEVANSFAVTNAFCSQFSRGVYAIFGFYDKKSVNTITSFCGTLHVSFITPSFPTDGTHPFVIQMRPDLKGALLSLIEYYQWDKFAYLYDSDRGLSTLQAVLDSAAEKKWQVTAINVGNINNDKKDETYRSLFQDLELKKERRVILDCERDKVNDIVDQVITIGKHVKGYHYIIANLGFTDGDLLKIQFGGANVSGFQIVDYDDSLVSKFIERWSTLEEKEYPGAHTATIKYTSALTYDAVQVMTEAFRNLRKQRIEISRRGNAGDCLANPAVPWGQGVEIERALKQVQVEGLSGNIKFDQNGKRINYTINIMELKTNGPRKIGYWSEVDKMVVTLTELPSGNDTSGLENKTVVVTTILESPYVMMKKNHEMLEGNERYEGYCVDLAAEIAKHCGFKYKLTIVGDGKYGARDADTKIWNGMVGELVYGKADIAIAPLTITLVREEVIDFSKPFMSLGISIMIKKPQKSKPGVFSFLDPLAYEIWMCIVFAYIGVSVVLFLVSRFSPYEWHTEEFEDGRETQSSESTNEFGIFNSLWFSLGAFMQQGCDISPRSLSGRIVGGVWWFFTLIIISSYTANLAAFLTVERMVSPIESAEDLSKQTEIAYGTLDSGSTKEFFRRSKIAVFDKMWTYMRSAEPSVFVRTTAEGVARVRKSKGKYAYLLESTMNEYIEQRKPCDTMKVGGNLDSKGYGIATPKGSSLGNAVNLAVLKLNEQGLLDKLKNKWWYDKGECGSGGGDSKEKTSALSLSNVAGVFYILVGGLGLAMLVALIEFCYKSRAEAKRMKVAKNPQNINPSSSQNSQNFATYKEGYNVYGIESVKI
# GluA2 TARP mod agonism max-min: recorded beside GluA2 TARP mod, whose call it bears; compound max-min signal; compound-alone response (agonism);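 unitless range of fluorescence divided by baseline over first 100 seconds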
# GluA2 TARP mod glutamate slope: further read-out of GluA2 TARP mod, marked with its call; glutamate slope, % of max; measured here: glutamate response slope, % max;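 scaled per plate between vehicle wells and maximal 1 mM glutamate control wells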
# The depositor's hits bear a star; i = inactive; + = active, no number; & = joins results of further samples; ! = a repeat was not active.
no.	GluA2 TARP mod	GluA2 TARP mod agonism max-min	GluA2 TARP mod glutamate slope	structure
1	+	0.2*	34*	O=C(Nc1nnc(-c2ccc(Br)s2)o1)c1cc(Cl)ccc1Cl
2	i	0.16	44	O=C(NCCOc1ccc2nnc(-c3cccc(F)c3)n2n1)c1ccc(=O)[nH]n1
3	i	0.082&0.057	48&98	COC(=O)c1cc(OC)c(OC)cc1NC(=O)c1nnn(-c2ccccc2F)c1C
4	i	0.09	63	CCCc1ccc(S(=O)(=O)Nc2ccc3c(c2)CCCN3S(=O)(=O)CC)cc1
5	i	0.1	49	CCN1C(=O)c2cc(NC(=O)c3cc(-c4ccccc4)on3)ccc2Oc2ccccc21
6	i	0.083	45	CCCn1c(N2CCC(C(N)=O)CC2)nc2c1c(=O)n(C)c(=O)n2C
7	i	0.081	65	CC(=O)Nc1ccc(NC(=O)Cn2cnc3c(nnn3C)c2=O)cc1
8	i	0.11	61	NC(=O)Cn1nnn(-c2ccc(NC(=O)c3ccc(OC(F)(F)F)cc3)cc2)c1=O
9	i	0.053	53	CC(=O)c1cccc(NC(=O)c2ccc(COc3ccc(C)cc3)o2)c1
10	i	0.087	66	O=S(=O)(NCC1CCN(c2ncccn2)CC1)C1CCCCC1
11	i	0.045	45	Cn1c(=O)[nH]cc(C(=O)NC2CC2)c1=O
12	i	0.065	25	Cc1cn2c3c(=O)n(CCN4CCOCC4)c(=O)n(C)c3nc2n1C1CCCCC1
13	i	0.085	59	Cn1c(C=C(C#N)C#N)ccc1-c1ccc(Cl)cc1
14	i	0.04	60	Cc1ccc(NC(=O)C(=O)NCCN2CCOCC2)cc1N1CCCC1=O
15	i	0.067	44	CCOC(=O)c1ccccc1NC(=O)CN1CCCN(Cc2cccc(C)c2)S1(=O)=O
16	i	0.13	78	COc1ccc(OC)c(Nc2nc(CC(=O)NCc3ccc4c(c3)OCO4)cs2)c1
17	i	0.13	49	CCNC(=O)NCC1(c2cccs2)CCOCC1
18	i	0.091	50	NS(=O)(=O)c1ccc(NC(=O)c2ccc([N+](=O)[O-])cc2)cc1
19	i	0.036	41	COc1cccc(OC)c1C(=O)NCC(O)C1CCCCC1 (centres undefined)
20	+!	0.38*!	124*!	Cc1cc(C)c(C(=O)NCCc2ccccc2)c(C)c1
21	i	0.11	63	COc1ccc(CC(=O)NCCCn2nc(-c3ccco3)ccc2=O)cc1
22	i	0.075	56	CCOc1ccc(N2C(=O)CC(Sc3ncccc3C(=O)O)C2=O)c([N+](=O)[O-])c1 (centres undefined)
23	i	0.095	57	CSc1cccc(NC(=O)C(=O)N2CCN(c3ccccc3F)CC2)c1
24	i	0.12	41	Cn1nnc2c(N3CCN(S(=O)(=O)c4cccs4)CC3)ncnc21
25	i	0.042	27	COc1ccc(-c2cc(CC(=O)NCc3ccccc3)no2)cc1
26	i	0.068	54	O=C(c1ccc(Cn2c(=O)[nH]c3ccccc3c2=O)cc1)N1CCN(Cc2ccc3c(c2)OCO3)CC1
27	i	0.057	54	CCNC(=O)CSc1nc(-c2ccccc2)c(NC(=O)CCc2ccc(OC)cc2)s1
28	i	0.11	53	CSCCC(C)(O)CNC(=O)c1ccc(C#N)cc1 (centres undefined)
29	i	0.097	50	COc1ccc2c(=O)c(Oc3ccc(C(=O)NCCc4c[nH]c5ccc(OC)cc45)cc3)coc2c1
30	i	0.1	57	O=C(CCc1csc(NC(=O)c2ccc(Cl)cc2)n1)NCc1ccco1
31	i	0.078	33	CCc1cccc(NC(=O)CSC2=NS(=O)(=O)c3ccc(C)cc3N2)c1
32	i	0.076	53	COc1ccc(CCC(=O)NCC2(O)CCCC2)cc1
33	i	0.086	61	CCOc1ccc(C(=O)Nc2ccc3c(c2)N(S(=O)(=O)c2ccccc2)CCC3)cc1
34	i	0.11	63	CCN1C(=O)Cc2cc(NC(=O)NCCc3ccc(OC)cc3)ccc21
35	i	0.11	56	COc1ccc(S(=O)(=O)N2CCOCC2)cc1N(C)S(C)(=O)=O
36	i	0.07	67	C=CCSc1nnc(-c2ccccc2NC(=O)c2cccc(S(=O)(=O)N3CCOCC3)c2)o1
37	i	0.036	49	COc1ccc(S(=O)(=O)CC(=O)Nc2cccc(-c3nc4ccccc4s3)c2)cc1
38	i	0.087	47	COc1ccc(C(=O)Nc2ccc(N3CCCC3=O)c(C)c2)c(OC)c1
39	i	0.16	62	Cc1ccc2nc(NC(=O)c3ccno3)sc2c1
40	i	0.1	44	CCCNC(=O)c1cc(-c2ccccc2)oc1C
41	i	0.086	52	COC(=O)Nc1ccc(S(=O)(=O)N2CCCC(C(=O)Nc3ccc4c(c3)OCO4)C2)cc1 (centres undefined)
42	i	0.063	35	Cc1nn(C2CCS(=O)(=O)C2)c2nc(-c3ccco3)cc(C(=O)Nc3nccs3)c12 (centres undefined)
43	i	0.073	50	O=C(NCCc1ccc(Cl)cc1)C(=O)Nc1cccc(C(F)(F)F)c1
44	i	0.15	41	O=C(/C=C/c1cccs1)N(CCCn1ccnc1)c1nc2c(Cl)cccc2s1
45	i	0.11	50	Cc1cc(=O)[nH]c(-n2nc(C)c(CCC(=O)Nc3ccc(C(N)=O)cc3)c2C)n1
46	i	0.058	60	O=C(c1nc2ccccc2s1)N1CCC(c2nnc(-c3ccc(F)cc3)o2)CC1
47	i	0.078	65	Cc1ccc(-n2nc3c(c2-n2cccc2)CN(C(=O)c2ccno2)C3)cc1C
48	i	0.077	54	Cc1nnsc1C(=O)N1CCC(c2nnc(-c3ccc(F)cc3)o2)CC1
49	i	0.1	63	Cc1ccc(S(=O)(=O)NC(C)C)c(C)c1N(C)S(C)(=O)=O
50	i	0.1	54	CCc1nc2sc(C(c3cccc(C(F)(F)F)c3)N3CCCC3)c(O)n2n1 (centres undefined)
51	i	0.046	54	COc1ccc(CCNC(=O)Cn2nc(-c3ccccc3OC)ccc2=O)cc1
52	i	0.1	55	Cn1nc(C2CCN(C(=O)Nc3ccc(C(C)(C)C)cc3)CC2)n(-c2ccccc2)c1=O
53	i	0.11	53	CC(=O)c1ccc(N2CCN(C(=O)c3cccc(N4CCCS4(=O)=O)c3)CC2)cc1
54	i	0.097	62	CNS(=O)(=O)c1ccc(C(=O)Nc2ncccc2C)o1
55	i	0.092	69	Cc1cc(C(=O)NCC2(O)CCCC2)no1
56	i	0.19	49	Cc1ccnc(NS(=O)(=O)c2ccc(NC(=O)c3nc(-c4cnccn4)no3)cc2)n1
57	i	0.077	62	COc1ccc(N2CC(c3n[nH]c(=S)o3)CC2=O)cc1Cl (centres undefined)
58	i	0.087	68	CCOc1ccc(-c2ccc(N3CCN(C(=O)c4ccc5ccccc5n4)CC3)nn2)cc1
59	i	0.076	48	CS(=O)(=O)c1ccc2nc(NC(=O)C3CCCN(S(C)(=O)=O)C3)sc2c1 (centres undefined)
60	i	0.15	50	COCCNc1oc2c(c1-c1cccc(OC)c1)c(=O)oc1ccccc12

# Three records picked at random from those above:
no.	GluA2 TARP mod	GluA2 TARP mod agonism max-min	GluA2 TARP mod glutamate slope	structure
51	i	0.046	54	COc1ccc(CCNC(=O)Cn2nc(-c3ccccc3OC)ccc2=O)cc1
31	i	0.078	33	CCc1cccc(NC(=O)CSC2=NS(=O)(=O)c3ccc(C)cc3N2)c1
45	i	0.11	50	Cc1cc(=O)[nH]c(-n2nc(C)c(CCC(=O)Nc3ccc(C(N)=O)cc3)c2C)n1

# Structural class: those above containing a CF3 group
no.	GluA2 TARP mod	GluA2 TARP mod agonism max-min	GluA2 TARP mod glutamate slope	structure
8	i	0.11	61	NC(=O)Cn1nnn(-c2ccc(NC(=O)c3ccc(OC(F)(F)F)cc3)cc2)c1=O
43	i	0.073	50	O=C(NCCc1ccc(Cl)cc1)C(=O)Nc1cccc(C(F)(F)F)c1
50	i	0.1	54	CCc1nc2sc(C(c3cccc(C(F)(F)F)c3)N3CCCC3)c(O)n2n1 (centres undefined)

# (list continues)
no.	GluA2 TARP mod	GluA2 TARP mod agonism max-min	GluA2 TARP mod glutamate slope	structure
61	i	0.076	48	CC(C)CCn1nc2ccc(S(=O)(=O)N3CCCCC3)cn2c1=O
62	i	0.11	62	COc1cccc(NC(=O)Nc2cccc(N3CCCS3(=O)=O)c2)c1OC
63	i	0.13	58	O=C(/C=C/c1ccc2c(c1)OCO2)NCC1(c2cccs2)CCOCC1
64	i	0.11	62	Cc1nc2sc(C(c3cccc(F)c3)N3CCC(Cc4ccccc4)CC3)c(O)n2n1 (centres undefined)
65	i	0.073	52	COc1cccc2cc(-c3cc(=O)oc4cc(C)c(C)cc34)oc12
66	i	0.098	33	O=C1c2sc3nnc(-c4ccccc4)c(=O)n3c2C(=O)N1c1ccccc1Cl
67	i	0.14	52	O=C(NCC1(c2cccs2)CCOCC1)Nc1cccs1
68	i	0.099	42	CC1CCN(c2ccc(N3CCN(S(=O)(=O)c4cccc([N+](=O)[O-])c4)CC3)nn2)CC1
69	i	0.024	50	O=C(Cc1cccs1)N1CCN(c2ncnc3c2nnn3-c2ccccc2)CC1
70	i	0.042	47	CCOC(=O)C(=O)N1CCN(c2ncnc3c2nnn3-c2ccccc2)CC1
71	+	0.18*	67*	CC(=O)c1cccc(NC(=O)CCc2csc(NS(=O)(=O)c3ccccc3)n2)c1
72	i	0.094	50	CCCn1c(=O)c2ccc(C(=O)NC3CCCCC3)cc2n2c(SCC(=O)NC(C)(C)C)nnc12
73	i	0.044	25	COCCn1c(SCC(=O)N2CCOCC2)nnc1-c1cn(C)nc1OC
74	i	0.064	52	CSc1ncc(Cl)c(C(=O)N2CCN(c3cccc(C)c3C)CC2)n1
75	i	0.085&0.049	51&120	C/C(=C/C(=O)O)C(=O)Nc1ccc(S(=O)(=O)N2CCOCC2)cc1
76	i	0.054	45	CCOc1nn(CC)cc1-c1nnc(SCC(=O)Nc2cccc(C)c2)n1C
77	i	0.11	57	O=S(=O)(c1ccc(Cl)cc1)c1nc(-c2cccs2)oc1N1CCOCC1
78	i	0.061	52	O=C(CCCS(=O)(=O)c1ccc(Cl)cc1)Nc1ccccc1-c1nc2ccccc2[nH]1
79	i	0.1	51	CC1Cc2c(NC(=O)Cn3cnc4ccccc43)nn(C)c2NC1=O (centres undefined)
80	i	0.13	61	CC(=O)c1ccc(S(=O)(=O)NCC2CCN(C(=O)Oc3ccccc3)CC2)cc1
81	i	0.079	50	CCS(=O)(=O)c1ccc(CC(=O)Nc2nnc(-c3ccc(C)cc3C)o2)cc1
82	i	0.07	41	CCCCOc1ccc(S(=O)(=O)N2CCN(c3ccc4nnc(CC)n4n3)CC2)cc1
83	i	0.13	94	COc1ccc(S(=O)(=O)NCC2COC3(CCCCC3)O2)c(OC)c1 (centres undefined)
84	i	0.055	45	O=S(=O)(NCC1CCN(Cc2ccco2)CC1)c1cc(Cl)ccc1Cl
85	i	0.17	82	O=S(=O)(NC1CCCC(O)C1)c1ccc(F)c(Cl)c1 (centres undefined)
86	i	0.093	28	CCOC(=O)Cn1c(=O)c2c(nc3n(-c4ccc(C)cc4)c(C)cn23)n(C)c1=O
87	i	0.1	66	COc1cc(/C=C2\Oc3cc(OCC(=O)OCc4ccccc4)ccc3C2=O)cc(OC)c1OC
88	i	0.064	45	CCC(=O)Nc1ccc(C(=O)NCCNC(=O)Nc2ccc3c(c2)OCO3)cc1

# Looked up above.
# O=C(NCC1(c2cccs2)CCOCC1)Nc1cccs1 in GluA2 TARP mod glutamate slope is listed with 52
# CC(=O)c1cccc(NC(=O)CCc2csc(NS(=O)(=O)c3ccccc3)n2)c1 in GluA2 TARP mod glutamate slope is listed with 67*
# O=C1c2sc3nnc(-c4ccccc4)c(=O)n3c2C(=O)N1c1ccccc1Cl in GluA2 TARP mod agonism max-min is listed with 0.098
# CSc1ncc(Cl)c(C(=O)N2CCN(c3cccc(C)c3C)CC2)n1 in GluA2 TARP mod glutamate slope is listed with 52
# O=S(=O)(c1ccc(Cl)cc1)c1nc(-c2cccs2)oc1N1CCOCC1 in GluA2 TARP mod agonism max-min is listed with 0.11

# High-throughput results as filed in PubChem BioAssay.

# Some of the compounds tested. The share of hits here may be higher or lower than overall.
